# All columns: NCI-60 one-dose screen, growth in % after 48 h at 10 µM unless noted; 100 = growth as untreated, 0 = no growth, -100 = all killed.
# SNB-19: SNB-19 CNS cancer cells; hit rate 2.5% among 81,000
# HCC-2998: HCC-2998 colon cancer | hit rate 4.7% among 79,000
# PC-3: PC-3 prostate cancer cells. hit rate 3.9% among 80,000
# U251: U251 CNS tumor cells; hit rate 5.4% among 80,000; AID 1794753
# SF-539: SF-539 CNS cancer | hit rate 6.8% among 81,000 | AID 1794752
# SF-268: SF-268 CNS cancer cells | hit rate 3.1% among 82,000 | AID 1794759
# SF-295: SF-295 CNS cancer cells | hit rate 5.6% among 79,000
# DU-145: DU-145 prostate cancer; hit rate 4.2% among 81,000; AID 1794760
# SNB-75: SNB-75 CNS cancer | hit rate 5% among 79,000 | AID 1794750
# * = called active by the depositor; . = no result given; & = joins results of further samples; [ ] = another dose, or the depositor's remark. How the source made its calls: active means growth percent below 10; inactive means the rest.
# A first look, 3 compounds:
mol	SNB-19	HCC-2998	PC-3	U251	SF-539	SF-268	SF-295	DU-145	SNB-75
O=C(Nc1ccccc1Cl)Oc1ccc(-c2ccccc2)cc1	98	119	100	112	95	119	114	120	84
COC(=O)[C@]1(C)CCC[C@]2(C)[C@H]3C[C@H]4C(C(C)C)=C[C@]3(CC[C@H]21)[C@H]1[C@@H]4[C@@H](OCCc2nn[nH]n2)CC[C@@H]1OCCc1nn[nH]n1	92	91	40	80	89	78	81	88	99
CC(=O)NC1C(Nc2ccc(S(=O)(=O)Nc3cc(C)nc(C)n3)cc2)OC(CO)C(O)C1O (configuration not stated)	110	94	96	95	109	108	.	112	109

# All compounds of this part, previewed entries included:
mol	SNB-19	HCC-2998	PC-3	U251	SF-539	SF-268	SF-295	DU-145	SNB-75
O=C(Nc1ccccc1Cl)Oc1ccc(-c2ccccc2)cc1	98	119	100	112	95	119	114	120	84
COC(=O)[C@]1(C)CCC[C@]2(C)[C@H]3C[C@H]4C(C(C)C)=C[C@]3(CC[C@H]21)[C@H]1[C@@H]4[C@@H](OCCc2nn[nH]n2)CC[C@@H]1OCCc1nn[nH]n1	92	91	40	80	89	78	81	88	99
CC(=O)NC1C(Nc2ccc(S(=O)(=O)Nc3cc(C)nc(C)n3)cc2)OC(CO)C(O)C1O (configuration not stated)	110	94	96	95	109	108	.	112	109
Cc1ccc(-c2cc3nc(-c4ccccc4)nc(C(Cl)Cl)n3n2)cc1	-40*	-91*	-76*	-84*	-60*	-57*	-70*	-94*	.
Cc1ncnc(N)c1CCCNc1ccccc1	103	113	111	102	101	104	116	109	91
CCc1c(-c2ccccc2)nc(N)nc1-c1nc(N)nc(-c2ccccc2)c1CC	.	121	95	99	101	101	96	102	82
O=C(NO)/C(CC(=O)c1ccc(O)cc1)=N\O	102	127	100	105	98	115	101	118	130
CCOC(=O)c1cccnc1	100	109	101	109	113	115	104	119	103
Cc1cc(C)cc(C(=O)Nc2cccc(C#Cc3cccc4[nH]nc(N)c34)c2)c1	100	58	34	72	39	55	65	72	40
COc1ccc(/C=C2\N=C3N(NC(=O)N3c3ccccc3)C2=O)cc1	95	109	111	100	93	83	99	92	64
C=C(C)C(=O)Nc1ccc2nn(-c3ccccc3O)nc2c1	88	108	93	92	85	87	87	98	84
N=C(N)S(=O)O	99	93	93	98	102	102	102	112	105

# Compound profiles (already shown).
# O=C(Nc1ccccc1Cl)Oc1ccc(-c2ccccc2)cc1 across the screens: SNB-19: 98; HCC-2998: 119; PC-3: 100; U251: 112; SF-539: 95; SF-268: 119; SF-295: 114; DU-145: 120; SNB-75: 84
# CCOC(=O)c1cccnc1 across the screens: SNB-19: 100; HCC-2998: 109; PC-3: 101; U251: 109; SF-539: 113; SF-268: 115; SF-295: 104; DU-145: 119; SNB-75: 103

# Remaining list, next part:
mol	SNB-19	HCC-2998	PC-3	U251	SF-539	SF-268	SF-295	DU-145	SNB-75
C#Cc1nc(C2=C(C)C(=N\O)/C(=N/O)C2)cs1	96	113	91	103	94	86	101	92	60
COc1cc(NC(=O)C(C)Sc2nc3ccccc3c(=O)n2CCc2ccc(S(N)(=O)=O)cc2)cc(OC)c1OC (configuration not stated)	104	108	95	99	97	97	101	92	92
N#Cc1ccccc1OCC(=O)Nc1nc2c(s1)COc1ccccc1-2	102	103	102	99	101	104	80	114	83
Oc1c(I)cc(I)cc1CN(Cc1ccccn1)Cc1ccccn1	22	35	28	7.0*	4.1*	20	23	29	30
Clc1cc(Cl)c(OCC#CI)cc1Cl	108	109	76	79	33	99	101	87	88
O=C(O)C(=O)Nc1cccc([N+](=O)[O-])c1	94	109	97	94	101	104	104	102	96
COc1ccc(-c2onc3ccc(Br)cc23)cc1OC	89	99	76	63	82	94	84	92	80
CN1CCN(c2ccc(Nc3nc(NCCNC(=O)c4ccccc4)c4sccc4n3)cc2)CC1	88	84	62	18	-75*	65	77	79	81
COc1cc(C=C2C(=O)NC(=O)NC2=O)cc(CN2CCCCC2)c1O	96	119	101	102	99	102	106	106	98
Cc1cc2c(cc1C)N(C(=O)CCl)CC(=O)N2	88	72	71	14	93	61	99	79	74
CC1(COC2Nc3ccc([N+](=O)[O-])cc3OC2(C)CO)C=Nc2ccc([N+](=O)[O-])cc2O1 (configuration not stated)	100	100	89	94	97	93	99	102	80
O=C(OCc1ccccc1)C(=O)OCc1ccccc1	97	109	.	129	96	108	111	115	99

# (more compounds)
mol	SNB-19	HCC-2998	PC-3	U251	SF-539	SF-268	SF-295	DU-145	SNB-75
C=C(C)[C@@H]1CC[C@]2(C(=O)NCCCCCCN(CCCN)CCCN)CC[C@]3(C)[C@H](CC[C@@H]4[C@@]5(C)CC[C@H](OCCCN)C(C)(C)[C@@H]5CC[C@]43C)[C@@H]12	81[100 µM]	77[100 µM]	61[100 µM]	-39*[100 µM]	80[100 µM]	99[100 µM]	92[100 µM]	55[100 µM]	85[100 µM]
COc1cc2c3c(c4c5cccnc5[nH]c4c2c(OC)c1OC)C(=O)N(O)C3=O	97	99	78	97	98	93	99	97	82
Fc1ccccc1C(=S)Nc1ccccc1Cl	96	103	102	106	102	110	98	100	100
CCOC(=O)C1=CSC2=NC(C)=CC(c3cc(OC)c(OC)c(OC)c3)N12 (configuration not stated)	94	106	79	90	96	92	105	97	81
CCC(CC)C(=O)OC(C)COc1ccc(C(C)CC)cc1 (configuration not stated)	102	109	66	91	104	104	99	109	89
Cc1ccc(C(=O)N(CCCN)[C@@H](c2nc3cc(Cl)ccc3c(=O)n2Cc2ccccc2)C(C)C)cc1	5.1*	-74*	16	-65*	-75*	-22*	-60*	1.2*	-19*
O=C(c1ccccc1)c1c(/C=C/c2ccc(Cl)cc2)c2ccccc2[nH]c1=O	92	113	88	86	99	93	102	112	.
CC[C@H](C)C(=O)O[C@H]1C[C@@H](C)C=C2C=C[C@H](C)[C@H](CC[C@@H]3C[C@@H](O)CC(=O)O3)[C@H]21	.	97	34	.	.	.	.	106	.
COc1ccc([C@@H]2c3[nH]c4ccccc4c3C[C@H]3C(=O)N(C4CCN(Cc5c(Cl)cccc5Cl)CC4)CC(=O)N23)c(OC)c1	91	112	73	96	96	83	102	106	93
O=C(c1cc(-c2ccc(Cl)cc2)nc2ccccc12)N1N=C(c2ccccc2)CC1c1cc(-c2ccccc2)nn1-c1ccccc1 (configuration not stated)	77	90	71	64	82	62	65	83	69
O=C1NC(=S)S/C1=C\c1ccc2c(c1)OCO2	104	101	89	99	105	95	103	.	77
Clc1cccc(Cl)c1C[n+]1ccccc1	101	105	97	98	93	110	.	118	85

# The list goes on.
mol	SNB-19	HCC-2998	PC-3	U251	SF-539	SF-268	SF-295	DU-145	SNB-75
CC1(C)CC(=O)C(/C=N/C(N)=S)=C(O)C1	101	97	100	99	103	104	103	.	97
COc1ccc(Cn2c(Br)c3c(c2-c2ccccc2)CCc2sc(N)nc2-3)cc1	95	107	92	91	110	103	99	114	89
Cc1cc(Cl)c2c(N(C)C)cccc2n1	105	97	119	105	106	111	.	106	94
CC(C)Sc1nc(-c2ccc(Cl)cc2)c(C#N)c(=O)[nH]1	94	98	104	94	108	104	87	116	103
COc1cc2c(cc1NC(=O)C(F)(F)F)-c1ccc(NC(=O)C(F)(F)F)cc1C2	86	105	91	.	81	90	83	93	-1.1*
Nn1c(CN2CCN(c3cc4c(cc3F)c(=O)c(C(=O)O)cn4C3CC3)CC2)n[nH]c1=S	100	93	105	112	99	96	102	107	86
N#C/C(=C\c1ccc([N+](=O)[O-])s1)c1nc2cc(Cl)ccc2s1	13	15	-0.5*	1.6*	-35*	28	92	57	50
Cc1nn(-c2ccc(Cl)cc2)c(C)c1N=Nc1ccc2oc(=O)ccc2c1	97	105	80	83	62	85	90	75	.
COc1ccc(CN2C(=O)C(=Nc3cc(OC)c(OC)c(OC)c3)c3cc(OC)ccc32)cc1	93	102	85	86	97	86	92	101	79
CN(Cc1ccc(Cl)cc1Cl)CC(O)C(O)C(O)C(O)CO (configuration not stated)	103	107	98	98	112	93	104	97	91
O=C1NCN(C2CCCCC2)CN1	98	106	97	101	91	113	133	118	82
NC(N)=NCCC[C@@H]1NC(=O)[C@H](Cc2ccc(O)cc2)NC(=O)CNC(=O)[C@H](CO)NC(=O)[C@H](Cc2ccccc2)NC1=O	90	112	94	101	86	95	99	110	85

# Next section
mol	SNB-19	HCC-2998	PC-3	U251	SF-539	SF-268	SF-295	DU-145	SNB-75
CCNc1ccccc1C(=O)O	106&99	112	108&96	103&103	96&104	117&95	107&96	126&104	87&91
Nc1[nH]n2cc(-c3ccc(F)cc3)nc2c1N=Nc1ccc(S(N)(=O)=O)cc1	86	91	81	76	73	77	98	70	56
Oc1cccc(Nc2nccc(-c3ccc(Cl)cc3)n2)c1	81	106	74	.	87	68	103	81	113
[2H]c1c([2H])c(C2([2H])C([2H])NC([2H])C([2H])C2[2H])c([2H])c([2H])c1-n1cc2cccc(C(N)=O)c2n1 (configuration not stated)	89	84	85	84	82	90	86	90	70
CN(C)c1oc(C2OC2c2cccc3ccccc23)nc1C#N (configuration not stated)	80	109	90	96	106	101	100	115	.
C=CCc1c(OCCN(C)C)ccc2ccccc12	109	97	84	95	102	97	105	112	88
COc1nc2c(c(=O)[nH]1)C1(C(=O)N(C)c3ccccc31)c1c(nc(OC)[nH]c1=O)N2	109	103	106	107	108	98	104	105	106
CCCCCCCCCCCOC(=O)c1ccc(Cl)cc1	105	102	71	88	97	104	100	115	94
C[C@H](N)C(=O)N1CCCC(OC(=O)NC(C)(C)c2csc(-c3ccc(F)cc3)n2)C1 (some centres not stated)	96	98	94	93	100	82	96	103	71
O=C1C=CC(O)=CC1=P(c1ccccc1)(c1ccccc1)c1ccccc1	95	-29*	92	92	87	100	107	114	84
C#CCOc1ccc(/C=N/Nc2nc(-c3cc4cc(Br)cc(Br)c4oc3=O)cs2)cc1	104	108	88	96	84	85	91	96	90
O=[N+]([O-])c1cccc(-c2nc3sccn3c2-c2ccnc(NCCCNS(=O)(=O)c3ccc(Br)cc3)n2)c1	87	102	25	84	90	57	48	59	.

# (next part)
mol	SNB-19	HCC-2998	PC-3	U251	SF-539	SF-268	SF-295	DU-145	SNB-75
CCOc1ccc(C(C)Oc2ccc(C(=O)NS(=O)(=O)C(C)(C)C)cc2C(F)(F)F)nc1 (configuration not stated)	105	118	120	104	109	96	103	112	93
O=C1Nc2cc(-c3ccncc3)ccc2/C1=C/c1ccc[nH]1	97	72	88	92	92	95	102	88	89
CCCCCCOc1ccc(/C=C/C(=O)c2ccc(B(O)O)cc2)cc1	104	96	73	77	79	76	111	88	58
CCOC(=O)CNC(=O)C1(NC(=O)CNC(=O)OCc2ccccc2)CCCC1	102	105	99	106	92	107	126	121	84
O=C(c1ccccc1)C1(O)Oc2ccccc2C1=O (configuration not stated)	92	144	106	86	100	82	99	92	97
O=C1/C(=C/c2cccc3ccccc23)SC(=S)N1Cc1ccco1	85	112	94	94	103	99	105	87	97
O=C(COc1ccc(-c2nc3ccccc3[nH]2)cc1)N=Nc1c(O)[nH]c2ccc([N+](=O)[O-])cc12	97	113	99	100	100	96	104	111	75
c1ccc2c3c(ccc2c1)CCCC3	101	106	90	112	100	112	111	121	99
O=C(/C=C/c1ccco1)Nc1ncc(Cc2cc(Cl)ccc2Cl)s1	45	14	25	19	-19*	44	9.6*	14	17
COc1cccc(C2c3c([nH]c(=S)[nH]c3=O)Nc3[nH]c(=S)[nH]c(=O)c32)c1O	111	86	91	102	104	99	99	105	101
COC(=O)[C@@H](NS(=O)(=O)N(c1ccc(F)cc1)C1CCN(C(=O)c2ccc(F)cc2)CC1)C(C)C	94	99	86	114	96	88	100	81	84
COc1ccc(C(=S)N2CCN(c3cccc(C)c3)CC2)cc1OC	78	63	75	54	82	85	57	91	60

# More results follow.
mol	SNB-19	HCC-2998	PC-3	U251	SF-539	SF-268	SF-295	DU-145	SNB-75
CC(C)c1nc(SCC(=O)c2ccccc2)nc(Nc2cccc(S(N)(=O)=O)c2)c1C#N	99	107	73	95	88	106	95	102	107
CCC(C)C1NC(=O)c2nc(oc2-c2ccccc2)-c2csc(n2)-c2csc(n2)-c2nc(oc2C)-c2coc(n2)CNC(=O)C(C(C)CC)NC1=O (configuration not stated)	-61*	-80*	-86*	-83*	-80*	-67*	-79*	-91*	-86*
Cc1cc(C)c(S(=O)(=O)N(CCc2cccc(Br)c2)Cc2ccc(-c3cccc(S(C)(=O)=O)c3)cc2)c(C)c1	78	99	74	82	104	89	76	98	88
Cc1ccc(S(C)(=O)=O)cc1	92	96	98	102	100	94	98	107	89
COc1cc(-c2n[nH]nc2-c2ccncc2)cc(OC)c1OC	102	126	93	110	105	100	105	116	84
Nc1cc(=O)[nH]c(=O)[nH]1	96	100	89	101	90	104	104	103	94
O=c1c2cc(Cl)ccc2sc2c(NCCCO)nc3ccccc3c12	66	99	74	69	62	101	88	100	76
Cc1ccc(C)c(S(=O)(=O)N2CCN(S(=O)(=O)c3cc(C)ccc3C)CC2)c1	111	105	74	100	100	103	101	108	90
NC(=O)c1ncc(-c2ccc(C(F)(F)F)cc2)c(NC2CCCCCC2)n1	91	97	84	87	90	99	90	100	93
NC1CC2CCC1C2 (configuration not stated)	106	117	99	98	106	111	132	131	109
COc1ccc(-n2c(/C=C3\C(=O)Nc4ccccc43)ccc2CO)cc1	90	113	96	95	98	99	105	106	101
COc1ccc(-n2ncn(Cc3cc(=O)oc4ccc(C)cc34)c2=O)cc1	90	97	83	100	99	89	96	101	73

# The results go on.
mol	SNB-19	HCC-2998	PC-3	U251	SF-539	SF-268	SF-295	DU-145	SNB-75
CCOC(=O)C(C(=O)OCC)C(C(=O)O)C(C(=O)OCC)C(=O)OCC	95	113	100	94	103	104	95	105	98
CC(C)N(c1cc(=O)nc2ccccn12)C(C)C	111	99	101	.	93	119	102	115	76
Cc1ccc(S(=O)(=O)N2CCOCC2)cc1	112	102	99	108	95	110	93	108	83
Cc1ccc(C(CS(=O)(=O)c2ccccc2)=Nc2ccc(S(N)(=O)=O)cc2)cc1	94	109	94	93	95	113	94	119	87

# Screens (PubChem BioAssay)
